# M17LAP inhibition: P. falciparum M17LAP inhibitors, primary screen, biochemical, fluorogenic H-Leu-NHMec substrate, 1536-well (AID 1619); recombinant M17LAP, H-Leu-NHMec fluorogenic kinetic assay; higher % means a stronger effect; 0.38% of 220,000 active; inhibition, % at 30 µM, or IC50 in µM where a hit was titrated;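 active = compound inhibiting the enzyme by more than half at any dose during confirmatory dose-response retesting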;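 note: plate controls were full reaction with DMSO carrier for no effect and no enzyme background for full effect; strong numbers were not always called active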
# bCat nuc transl: alters nuclear translocation of beta-catenin in HeLa cells | nuclear translocation activity, % at 5 µM | 0.3% of 190,000 active | immunofluorescence imaging;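 active = nuclear translocation activity above 50% at 5 µM, with a well cell count of 50 or more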;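 note: per-cell ratio of nuclear to cytoplasmic median beta-catenin stain intensity; plate controls were DMSO negative control for no effect and GSK-3 inhibitor IX positive control for full effect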
#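 Test system: HeLa cells, endogenous beta-catenin; Compound: single 5 µM dose plus 0.02–20 µM confirmation series; Times: compound exposure 24 h at 37°C; Signal: fluorescence imaging of beta-catenin antibody stain plus DAPI; Read-out: % activation, nuclear-to-cytoplasmic median beta-catenin signal ratio per cell.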
# Dynein transport: blocks dynein driven cargo transport along microtubules; 3617.4 mouse cells, GR-EGFP nuclear translocation imaging; test concentration mostly 20 µM; stimulated with dexamethasone, 1 µM; active compounds read low; z-score, hits read low; 0.47% of 220,000 active; AID 1381;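 active = plate z-score of nuclear minus cytoplasmic receptor signal below a set negative limit, without overly bright fluorescence or cell loss, cut at about -3.5 in these data, passing the limit was not always enough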;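 note: z-score of nuclear minus cytoplasmic ring GR-EGFP intensity difference per well; some compounds called inactive have numbers as strong as hits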
#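 Also added: dexamethasone, 1.0 µM final. Medium: tet-free, stripped-serum medium. Detection: fixed, Hoechst-stained cells imaged at 10x for EGFP. Read-out: nuclear-to-cytoplasmic GR-EGFP distribution per well. Times: induction 48 h, compound 1 h, agonist 30 min.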
# NOD1 NF-kB reporter: inhibition of NOD1-driven NF-kB reporter – cell-based, luminescence, uHTS, primary screen (AID 1578) | NOD1-driven NF-kB luciferase reporter cells, luminescence; higher % means a stronger effect | inhibition, % at 4 µM, or EC50 in µM where a hit was titrated | 1% of 290,000 active; in the data active = inhibition mostly above about 36%, no sharp cut-off; inactive = mostly below about 34%;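 note: HEK-293T reporter cells stimulated with the NOD1 agonist gamma-tri-DAP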
# MT stabilize HCS: microtubule stabilization, imaging screen. HeLa tubulin immunostaining HCS, 24 h; share of cells brighter than vehicle mean+2SD. 0.83% of 200,000 active. % tubulin-high responders, % at 10 µM. AID 2205;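 active = plate Z-score above 3 for both tubulin-high and condensed-nucleus cell shares, with cell loss under 80%, at 10 µM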;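 note: anti alpha tubulin signal scored within the nucleus-defined area of each cell; some results filed as inactive read as strong as hits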
# Insulin prom up: MIN6 insulin promoter up-regulation; MIN6 insulin promoter-GFP reporter, high-content imaging; active compounds read high; z-score at 5 µM; 0.3% of 190,000 active; AID 1625;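 active = z-score above 3 at 5 µM with at least 500 cells counted in the well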
# Autophagy HCS: alters autophagy in cells | MEF GFP-LC3 puncta imaging; test concentration mostly 10 µM | calls only at 10 µM (by protocol) | 0.98% of 190,000 active | AID 463193;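 active = percentage of spot-positive cells more than 3 SD above its plate mean, without a fluorescence outlier flag or 80% toxicity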;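 note: spot-positive cell cutoff set from DMSO-treated cells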
# Yfh1-off respiration: mitochondrial function rescue without frataxin homolog – Friedreich's ataxia, plus single-dose screen, dose response (AID 1465). S. cerevisiae Yfh1-off respiration, WST-1 reduction, 72 h; higher fold induction means a stronger effect. fold induction at 50 µM, or EC50 in µM where a hit was titrated. 0.074% of 220,000 active;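 active = fold induction of absorbance versus untreated yeast above a set limit, then at least 30% activation at any dose in follow-up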;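 note: activators that raise dye reduction in frataxin-depleted yeast; strong numbers were not always called active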
# NOD2 inhibition: inhibition of NOD2-driven NF-kB reporter – cell-based, luminescence, uHTS, HEK293 (AID 1566) | 0.63% of 290,000 active | one-dose inhibition, % at 4 µM; EC50 in µM for titrated hits | HEK293 NOD2/NF-kB luciferase reporter, luminescence; higher % means a stronger effect; in the data active = inhibition above about 50%; note: many of its hits are not listed in these tables
# Dynein transport cytoplasmic EGFP: recorded beside Dynein transport, whose call it bears; z-score; measured here: cytoplasmic GR-EGFP intensity; active compounds read high
# Dynein transport nuclear GR-EGFP: recorded beside Dynein transport, whose call it bears; z-score; measured here: nuclear GR-EGFP intensity;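 lower value marks the stronger effect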
# Dynein transport cell count: second read-out of Dynein transport, no call of its own (marks repeat the call); z-score; measured here: cell count per field
# Insulin prom up cell count: further read-out of Insulin prom up, marked with its call; cell count; measured here: cytotoxicity, nuclei count;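 total cells summed across four imaged fields per well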
# bCat nuc transl cell count 5 µM: further read-out of bCat nuc transl, marked with its call; cell count; measured here: cell count, cytotoxicity flag
# MT stabilize HCS Hoechst-high %: recorded beside MT stabilize HCS, whose call it bears; % Hoechst-high responders; measured here: nuclear condensation Hoechst responders;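 share of cells brighter than vehicle mean plus two SD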
# MT stabilize HCS cytotoxicity %: also measured in MT stabilize HCS; calls as there; toxicity, %; measured here: cytotoxicity by cell density;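 0% = mean cell density of plate MIN control wells and 100% = no cells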
# Autophagy HCS cell loss 18 h: recorded beside Autophagy HCS, whose call it bears; toxicity, %; measured here: cell loss, nuclei count;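 cell loss after 18 h compound exposure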
# Numbers without * were called inactive; i = inactive; . = not tested or not shown; + = active, no number. These rows are one share of the data; rates above refer to the full screens.
# Under each structure – M17LAP inhibition, bCat nuc transl, bCat nuc transl cell count 5 µM, Dynein transport, Dynein transport cytoplasmic EGFP, Dynein transport nuclear GR-EGFP, Dynein transport cell count, NOD1 NF-kB reporter, MT stabilize HCS, MT stabilize HCS Hoechst-high %, MT stabilize HCS cytotoxicity %, Insulin prom up, Insulin prom up cell count, Autophagy HCS, Autophagy HCS cell loss 18 h, Yfh1-off respiration, NOD2 inhibition
Cc1cnc(NC(=O)CSc2nnc(CNc3ccc(F)cc3)n2CC2CCCO2)s1 (stereo not given)
  13%, 2.6, 1461, 1.7, -0.13, 0.93, -0.77, -13%, 2.5, 2.3, 10, -0.75, 1082, i, 20, ., 1%
C[C@@H](C(=O)OCC(=O)Nc1cc(S(=O)(=O)N2CCOCC2)ccc1Cl)N1C(=O)C2CCCCC2C1=O (stereo not given in full)
  -26%, ., ., -0.35, -0.29, -0.52, 0.73, 0%, 1.1, 3.6, 5.4, -0.2, 1204, i, -1, i, 20%
COc1ccc(N2C(=O)CC(N(CCc3ccc(OC)c(OC)c3)C(=S)Nc3ccccc3)C2=O)cc1 (stereo not given)
  -3%, -1.6, 1096, -0.62, -0.22, -0.43, 0.11, -49%, 6.6, 3.1, 8.0, -0.15, 1383, i, 1, i, -129%
O=C(CSc1nnc(-c2ccco2)n1Cc1ccco1)NCc1ccccc1
  1%, 0.7, 1187, 0.1, -0.25, 0.24, 0.16, -42%, 2.1, 1.1, 9.1, 0.41, 944, i, -10, i, 1%
Cc1ccc(S(=O)(=O)NCC(=O)NCC(=O)OC(C(=O)NC(N)=O)C(C)C)cc1C (stereo not given)
  10%, -1.2, 1272, 1.1, -0.12, 1.7, -2.3, -1%, ., ., ., 1.1, 981, ., ., i, -2%
O=C(CC1(C(F)(F)F)OCCO1)Nc1ccc2c(c1)OCO2
  1%, -2.2, 1209, -0.022, -0.2, 0.14, -0.092, -9%, 2.2, 2.1, 7.3, 0.84, 1297, i, -3, i, -16%
CCCNC(=O)c1ccc(OC)cc1OC
  -1%, -0.7, 1454, -0.69, -0.21, -0.99, 0.28, -12%, 3.2, 2.3, 8.1, 0.09, 1706, i, 6, i, 12%
O=C1OC(c2ccc3c(c2)OCO3)N(C(=O)c2ccc(Cl)c(Cl)c2)c2ccccc21 (stereo not given)
  23%, 0.3, 1119, 0.25, -0.071, 0.52, -0.32, -31%, 2.4, 1.3, 4.8, -0.41, 968, i, -3, i, -62%
COC(=O)COc1cc(C)cc2oc(=O)c(CC(=O)OC)c(C)c12
  -69%, -1.2, 1099, 0.85, -0.23, 0.62, -1.4, ., 2.0, 1.6, 1.1, -0.18, 920, i, -7, i, 7%
O=C(CSc1nnc(Nc2ccccc2F)s1)c1cc2ccccc2o1
  32%, -4.1, 573, -0.49, -0.28, 0.44, 0.26, -30%, 2.0, 3.0, 11, 0.81, 1331, i, 14, i, -24%
c1ccc(CCc2ccccc2-c2nc(-c3ccccn3)no2)cc1
  12%, ., ., -0.48, -0.24, -0.43, 0.14, -7%, 3.5, 1.9, 7.2, ., ., i, -4, i, 0%
COc1ccc(NC(=O)C2CCC(CNc3c(N4CCCCC4)c(=O)c3=O)CC2)c(OC)c1 (stereo not given)
  ., -0.3, 1353, 1.1, 0.058, 1.1, -0.52, 1%, ., ., ., 1, 950, ., ., ., -5%
Cc1cc(=O)[nH]c(Cc2ccc(OC(C)C)cc2)n1
  11%, 1.5, 1147, -1.5, -0.31, -0.77, 0.71, -21%, 3.6, 3.2, 9.0, -0.57, 1091, i, 6, i, 13%
COc1ccc(-c2ccc(OC(=O)NC3CCS(=O)(=O)C3)cc2)cc1 (stereo not given)
  0%, 0.4, 992, 0.04, -0.31, -0.39, 1.1, -14%, ., ., ., -0.49, 1433, ., ., i, -17%
O=c1c(Cl)nc2cc(Cl)ccc2n1CCNc1ncc(C(F)(F)F)cc1Cl
  -2%, -0.2, 1348, -4.5*, 3.6*, -2.1*, -1.6*, 0%, 1.8, 1.6, 12, -1.7, 1070, +, 64*, i, -10%
O=C(OCCn1cncn1)c1cc2ccccc2oc1=O
  -5%, 1.0, 1368, 0.95, 0.28, 0.77, -0.89, -23%, 2.1, 1.9, 15, 0.96, 1512, i, 11, i, 6%
CCOC(=O)CC1=C(C(=O)OCC)C(c2cccnc2)C(C#N)=C(N)O1 (stereo not given)
  12%, ., ., 0.077, 0.4, 0.3, 0.22, 43%, 1.5, 1.9, 5.4, 0.09, 762, i, -3, i, 10%
O=C(CN1C(=O)COc2ccccc21)NCCCN1CCN(Cc2ccccc2)CC1
  4%, ., ., -0.13, -0.21, -0.26, 0.18, -28%, 3.2, 1.5, 2.7, -0.48, 1418, i, -15, i, -12%
COc1nc(OCCNC(=O)Nc2ccccc2)nc(N(C)C)n1
  3%, -7.7, 1026, -0.062, -0.16, -0.062, -0.12, 1%, 1.7, 2.3, 14, 0.51, 1191, i, -7, i, 1%
COc1ccc(NC(=O)C2CCCO2)cc1 (stereo not given)
  3%, -0.4, 1140, -0.38, -0.27, -0.16, 0.91, -52%, 1.9, 2.1, 4.5, ., ., i, 1, i, -21%
OC1CCCN(Cc2cccc3ccccc23)C1 (stereo not given)
  9%, ., ., 0.69, -0.17, 0.69, 0.45, -12%, 4.7, 1.5, 4.1, -0.02, 1315, i, 7, i, -1%
O=C(NNC(=O)C1CCN(S(=O)(=O)c2cccc(Cl)c2)CC1)C1CC1
  3%, 0.2, 1321, 0.54, -0.18, 0.7, -0.62, 1%, ., ., ., 0.52, 1003, ., ., i, 3%
CCn1nc(NC(=O)c2ccccc2)c2cc3cccc(C)c3nc21
  9%, 0.7, 1273, 0.28, -0.26, 0.28, -0.17, 6%, ., ., ., -1, 1490, ., ., i, 35%
O=C(Cn1nnc2ccccc21)Nc1ccccc1[N+](=O)[O-]
  8%, -1.8, 1067, 1.2, -0.21, 0.96, -0.58, -30%, 1.7, 1.8, 3.7, 0.05, 1725, i, 1, i, 6%
CCOC(=O)N1CCC(NC(=O)C2CCCN(C(=O)c3cc4sccc4n3C)C2)CC1 (stereo not given)
  -1%, -0.4, 1131, -0.5, -0.26, -0.05, 0.14, -14%, 5.6, 2.2, 3.3, -1.1, 1905, ., ., i, 1%
O=C(NCc1ccccc1Cl)C1CCN(S(=O)(=O)N2CCOCC2)CC1
  7%, -0.9, 1110, -0.44, 0.41, 0.23, -0.27, -21%, 1.7, 2.5, 10, -0.06, 1330, i, -6, i, 4%
N#Cc1cc([N+](=O)[O-])ccc1NCCc1ccccn1
  14%, -0.5, 1059, -0.7, -0.21, -0.35, 0.57, -21%, 5.2, 2.8, 0.3, ., ., i, -19, i, -1%
CCn1cc(C(=O)N2CCN(c3ccccn3)CC2)c(=O)c2cc(S(=O)(=O)N(C)C3CCCCC3)ccc21
  -9%, -0.1, 1075, 0.39, -0.23, -0.15, 0.16, -29%, 1.8, 3.6, 10, -0.24, 1135, i, -12, i, -6%
Cc1ccccc1C(=O)Nc1ccccc1C(=O)NCc1ccccc1
  -2%, 0.1, 1326, -0.24, -0.16, -0.22, 0.42, 5%, 0.7, 0.8, 8.6, 0.09, 1608, i, 2, i, 0%
O=C(NNS(=O)(=O)c1ccc(C(=O)NC2CCCC2)cc1)c1ccncc1
  4%, 2.7, 1004, -0.69, -0.39, -0.087, 0.2, -36%, 4.1, 2.3, 7.4, 0.06, 1112, i, -10, i, 14%
O=C(Nc1ccc(Cl)cc1)N1CCOC12CCCCC2
  -4%, -4.6, 1047, 1.5, -0.26, 1.7, -2.7, -22%, 4.0, 2.5, 2.2, 0.1, 1583, i, 19, i, 0%
COc1c(F)c(F)c(C(=O)Nc2ccc(NC(=O)Cc3ccccc3)cc2)c(F)c1F
  -2%, 0.9, 1500, -0.64, 0.32, -0.34, -0.37, -12%, 8.6, 1.2, 3.2, -0.04, 1503, i, 2, i, -4%
Cc1ccc(-c2ccc(S(=O)(=O)NCC3CCCO3)cc2)cc1 (stereo not given)
  ., 2.2, 985, -0.26, -0.1, 0.37, -0.51, 48%, 1.5, 1.1, 7.7, -1, 1365, i, 3, i, 27%
Cc1oc(-c2ccc(Cl)cc2)nc1CN1CCC(C(=O)NCc2cccs2)CC1
  3%, ., ., 3, -0.016, 2.2, -1.8, -15%, 1.5, 0.9, 2.4, 0.42, 876, i, 3, i, 8%
NC(=O)c1ccc(SCC(=O)NC2CCCCC2)c([N+](=O)[O-])c1
  6%, -0.1, 1045, -0.26, -0.14, 0.4, -0.77, -16%, 2.2, 2.2, 6.5, 0.67, 1247, i, 0, i, 9%
C=CCN(CC=C)Cc1nc(N)nc(Nc2ccccc2C)n1
  11%, -3.2, 1070, -0.35, -0.19, -0.24, -0.18, -17%, 3.8, 3.9, 8.7, -0.55, 1226, i, -9, i, 12%
Cc1ccccc1-n1c(=O)cc(N2CCc3ccccc32)[nH]c1=O
  4%, -1.7, 1050, -0.044, -0.29, -0.034, 0.55, 8%, 2.3, 4.2, 9.2, -0.55, 1637, i, 3, i, 6%
O=C(CN1C(=O)NC2(CCCCC2)C1=O)Nc1ccc(N2CCOCC2)cc1
  29%, -1.9, 1037, -0.43, -0.23, -0.46, 0.84, -8%, 1.8, 2.4, 2.5, 0.55, 1196, i, 13, i, 3%
O=S(=O)(NCC(c1ccco1)N1CCN(c2ccc(F)cc2)CC1)c1ccc2c(c1)OCCO2 (stereo not given)
  -2%, -1.8, 994, -0.45, -0.26, -0.24, 0.33, -19%, 6.7, 1.5, 6.7, -0.5, 2255, i, -6, i, -10%
Cc1nnc(SCC(=O)Nc2ccc(Oc3ccccc3)cc2)n1N
  10%, -0.4, 1010, -0.44, -0.21, 0.33, 1.5, -16%, 2.8, 2.4, 3.9, -0.21, 1275, i, 13, i, -5%
